Bioassay records deposited in PubChem BioAssay by several laboratories.
Bcl-B displacement: displacers of TR3 peptide from Bcl-B, primary screen, selectivity assay for Bfl-1 inhibitor project, biochemical, fluorescence polarization. FP displacement of FITC-TR3 peptide from Bcl-B; higher % means a stronger effect. displacement, % at 20 µM; hits with a dose series show IC50 in µM. 96,000 compounds, 0.11% hits. AID 748;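 active = displacement above 50% at 20 µM plus a fluorescence interference ratio under 1.5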;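 note: plate controls were wells without compound for no effect and wells lacking Bcl-B protein for full effect; a part of the inactive calls stands beside numbers as strong as those of hits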
PLAP inhibition: inhibition of human placental alkaline phosphatase – biochemical, luminescence, HTS (AID 690) | purified PLAP, luminescent substrate; higher % means a stronger effect | inhibition, % at 20 µM, or IC50 in µM where a hit was titrated | 96,000 compounds, 0.08% hits; in the data active = a potency from the dose series; inactive = the rest, 99 in 100 with inhibition below about 30%; note: strong numbers were not always called active
IL1B NFkB inh: blocks IL-1B driven NFkB nuclear translocation in HUVEC cells | inhibition, % at 2 µM | HUVEC IL-1B NFkB p65 nuclear translocation imaging | 94,000 compounds, 0.43% hits;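 active = inhibition above about 30% together with a positive call from visual inspection of the well image, limit read from the data; inconclusive = inhibition above a set limit but visual check negative; inactive = inhibition not above a set limit, visual check negative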;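 note: nuclear over cytoplasmic p65 intensity ratio measured by imaging; 0% = IL-1B stimulated DMSO wells and 100% = unstimulated DMSO wells; values of inactives mirror those of a sister screen read the other way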
NFkB transloc pot: enhances IL-1B driven NFkB nuclear translocation; HUVEC IL-1B NFkB p65 nuclear translocation imaging; activation, % at 2 µM; 94,000 compounds, 0.3% hits; AID 819;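 active = activation above 40%, about the mean plus 3 SD, also judged a hit on visual image review; inconclusive = activation above 40% but not a hit on visual review; inactive = activation not above 40% and no visual hit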;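 note: percent activation is computed from the nuclear over cytoplasmic p65 intensity ratio; values of inactives mirror those of a sister screen read the other way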
MRP reversal: compounds reversing MRP-mediated drug resistance; H69AR cells + 2 uM doxorubicin, CellTiter-Glo, 72 h; differential viability (reversal), % at 10 µM; AID 602; 85,000 compounds, 0.04% hits;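 active = viability drop by adding the cancer drug above about 55%, with treated viability meeting a 40% cutoff, limit read from the data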;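 note: viability without doxorubicin minus viability with 2 µM doxorubicin for each compound; larger differential means the compound sensitizes cells more to doxorubicin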
MRP reversal cytotoxicity: second read-out of MRP reversal, no call of its own (marks repeat the call); viability, %; H69AR cells, CellTiter-Glo, 72 h; measured here: cytotoxicity without doxorubicin
MRP reversal with doxorubicin: second read-out of MRP reversal, no call of its own (marks repeat the call); viability, %; measured here: viability with 2 uM doxorubicin; hits give low values
IL1B NFkB inh cell count 2 µM: also measured in IL1B NFkB inh; calls as there; cell count; measured here: cells passing quality filter;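 raw number of nuclei counted in each imaged well without normalization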
NFkB transloc pot cell count 2 µM: further read-out of NFkB transloc pot, marked with its call; cell count; measured here: cells passing quality filter
Starred values were filed as active, the others as inactive; ? = inconclusive; nt = no result given. A portion of the library. The share of hits here may be higher or lower than overall.

SMILES	Bcl-B displacement	PLAP inhibition	IL1B NFkB inh	IL1B NFkB inh cell count 2 µM	NFkB transloc pot	NFkB transloc pot cell count 2 µM	MRP reversal	MRP reversal cytotoxicity	MRP reversal with doxorubicin
Cc1csc(NC(=O)CSc2nnc(Cc3cccn3C)n2CCc2ccccc2)n1	-4%	-50%	nt	nt	nt	nt	-9	95	103
COc1ccc([C@@H]2[C@H]3CN(C(C)=O)CC=C3C(C#N)=C(N)C2(C#N)C#N)c2ccccc12	4%	-23%	nt	nt	nt	nt	-7	46	53
Cc1ccccc1CNC(=O)c1ccccc1C	-2%	18%	-47	95	?	nt	-8	102	111
CCOc1ccc(CNc2ncnc(N)n2)cc1	5%	12%	9	127	-9	127	0	88	88
O=C(NC1CCCc2ccccc21)C1CCC(CNc2c(N3CCOCC3)c(=O)c2=O)CC1 (configuration not stated)	5%	-30%	nt	nt	nt	nt	9	95	86
CSc1nsc(SCC(=O)Nc2c(C)n(C)n(-c3ccccc3)c2=O)n1	-3%	10%	-18	128	18	128	-7	93	101
Cc1ccccc1CCNC(=O)C1CCN(S(=O)(=O)c2ccc(-n3cnnn3)cc2)CC1	2%	-4%	-36	120	36	120	-8	78	86
Cc1ccc(NC(=O)CSc2nnc(CNC(=O)c3c(F)cccc3Cl)o2)cc1	-7%	4%	-9	149	9	149	13	94	81
CCOC(=O)C(Cc1c(F)cccc1F)(NC(C)=O)C(=O)OCC	7%	2%	-2	158	2	158	-9	101	110
O=C(c1ccccc1)c1ccc(Oc2ncccn2)cc1	4%	3%	2	129	-2	129	5	93	87
Cc1cccc(-n2c(=O)c3c(n4cnnc24)-c2ccccc2CC32CCCCC2)c1	7%	-34%	2	163	-2	163	nt	nt	nt
O=C(Nc1ccc(S(=O)(=O)N2CCCC2)cc1)c1cccnc1	1%	22%	6	167	-6	167	nt	nt	nt
C=CCNCC#CCOc1ccc(OC)cc1	47%	19%	-5	182	5	182	-14	70	83
CC1SC(=NC(=O)c2ccco2)NC1=O (configuration not stated)	-6%	11%	-4	100	4	100	-15	99	114
Cc1nc(N(C)Cc2ccccc2)c2nnn(Cc3ccccc3)c2n1	-11%	-70%	-14	47	14	47	13	95	82
CCCn1nc2cc(C(=O)NCCc3ccc(C)cc3)ccc2c1OCC	-3%	-22%	9	112	-9	112	nt	nt	nt
Cc1ccc(NC(=O)CCn2cccc2)cc1	-4%	14%	14	120	-14	120	6	100	94
CC1CN(C(=S)NC(=O)c2ccc([N+](=O)[O-])cc2)CC(C)O1 (configuration not stated)	-4%	-13%	-12	162	12	162	nt	nt	nt
CCc1c(C)[nH]c2ccc(C)cc2c1=O	-7%	28%	-7	172	7	172	-10	106	115
CCn1c2ccccc2c2nnc(SCC(=O)Nc3cc(C)on3)nc21	18%	-2%	-2	102	2	102	8	105	97

Overlap with the part before: six compounds, then new ones.
SMILES	Bcl-B displacement	PLAP inhibition	IL1B NFkB inh	IL1B NFkB inh cell count 2 µM	NFkB transloc pot	NFkB transloc pot cell count 2 µM	MRP reversal	MRP reversal cytotoxicity	MRP reversal with doxorubicin
Cc1nc(N(C)Cc2ccccc2)c2nnn(Cc3ccccc3)c2n1	-11%	-70%	-14	47	14	47	13	95	82
CCCn1nc2cc(C(=O)NCCc3ccc(C)cc3)ccc2c1OCC	-3%	-22%	9	112	-9	112	nt	nt	nt
Cc1ccc(NC(=O)CCn2cccc2)cc1	-4%	14%	14	120	-14	120	6	100	94
CC1CN(C(=S)NC(=O)c2ccc([N+](=O)[O-])cc2)CC(C)O1 (configuration not stated)	-4%	-13%	-12	162	12	162	nt	nt	nt
CCc1c(C)[nH]c2ccc(C)cc2c1=O	-7%	28%	-7	172	7	172	-10	106	115
CCn1c2ccccc2c2nnc(SCC(=O)Nc3cc(C)on3)nc21	18%	-2%	-2	102	2	102	8	105	97
COc1cc(OC)cc(C(=O)NCCNC(=O)c2ccco2)c1	nt	nt	0	171	1	171	2	89	87
Cc1cc(C(F)(F)F)nn1Cc1n[nH]c(=S)n1-c1ccc(Cl)cc1	-5%	10%	-13	150	13	150	nt	nt	nt
CCOC(=O)c1c(NC(=O)c2cccnc2)sc(C)c1C	-10%	-4%	-13	161	13	161	3	77	74
Cc1ccc(NC(=S)N2CCCC(c3nc4ccc(C)cc4[nH]3)C2)c(C)c1 (configuration not stated)	-4%	-6%	0	177	0	177	nt	nt	nt
Cc1cccc(NC(=O)c2ccccc2OCC(=O)c2ccccc2)c1	1%	-42%	-6	154	6	154	nt	nt	nt
CCOC(=O)CNc1c(-c2ccc(Cl)cc2)nc2cnccn12	27%	-90%	nt	nt	nt	nt	10	99	89
O=C(CCCN1C(=O)c2ccccc2C1=O)Nc1ccccc1C(=O)N1CCOCC1	-4%	-9%	-3	221	3	221	-3	95	97
O=C(CSc1nc2ccccc2c(=O)n1NC(=O)Cc1ccccc1)NCc1ccco1	-1%	-12%	21	124	-21	124	-2	91	92
CC(=O)NCCn1c(SCC(=O)NCCC(C)C)nc2ccccc2c1=O	-4%	7%	99*	153*	-99	153	4	103	99
CCCCN(Cc1cc2cc(OC)ccc2[nH]c1=O)C(=O)c1ccco1	-8%	-40%	8	143	-8	143	2	70	68
CCOC1CCCCC1NS(=O)(=O)c1ccc(Cl)cc1 (configuration not stated)	-2%	-5%	-1	151	1	151	11	108	98
COc1cccc(-n2c(SCC(=O)NCCC3=CCCCC3)nc3n[nH]c(C)c3c2=N)c1	16%	-63%	-29	146	29	146	nt	nt	nt
CCn1c(Cn2nnc(-c3ccccc3)n2)nnc1SCC(=O)Nc1cccc(C)c1C	1%	-34%	-2	119	2	119	-9	77	87
O=S(=O)(Nc1ccc(N2CCOCC2)cc1)c1ccc(Cl)s1	8%	-27%	-5	139	5	139	nt	nt	nt
Fc1ccc(CSc2nc3ccccc3[nH]2)cc1	1%	30%	17	112	-17	112	4	86	82
CCCN(CCC)CCCNC(=O)c1ccc2c(c1)N(CC)C(=O)c1ccccc1S2=O (configuration not stated)	-2%	-37%	-3	103	3	103	-3	75	78
COC(=O)C(NC(C)=O)(Nc1sc2c(c1C(N)=O)CCCC2)C(F)(F)F (configuration not stated)	6%	-34%	-18	42	18	42	4	87	83
CCn1cnc2c1c(=O)n(CC(=O)Nc1cc(C)on1)c(=O)n2Cc1ccccc1	9%	-56%	-21	169	21	169	-7	84	91
Cc1ccc2c(c1)nc(NCCO)n2C	2%	2%	0	113	0	113	-5	87	92
Cc1cc(C)c2c3c(cn2n1)c(=O)n(C)c(=O)n3C	nt	nt	-18	125	18	125	-5	74	78
CCNC(=O)N1CCNC(=O)C1CC(=O)Nc1ccc(C(=O)OCC)cc1 (configuration not stated)	-1%	-14%	-12	142	12	142	18	86	68
S=c1[nH]nc(-c2ccncc2)n1CC1CCCO1 (configuration not stated)	-10%	-5%	-11	180	11	180	7	97	90
COc1cccc(-c2nnc3sc(-c4cccs4)nn23)c1	-14%	6%	nt	nt	nt	nt	-22	61	83
Cc1ccc(SCC(=O)NC(C)(C)C)cc1	-2%	-23%	-11	128	11	128	14	109	95
CCCCc1nc(NCCNC(=O)c2ccccc2)c(C#N)c2c1CSC(C)(C)C2	-9%	-64%	4	84	-4	84	8	54	46
CCOc1ccccc1NC(=O)NC1(C(=O)N2CCOCC2)CCCCC1	-4%	-30%	-21	138	21	138	17	103	87
COc1ccc(NC(=O)CSc2nnc(-c3cccs3)n2-c2ccccc2)cc1	-5%	22%	-10	111	10	111	-4	46	50
CC1(C)CC(=O)c2cc3c(N)c(C(=O)NCc4ccccc4)sc3nc2C1	8%	5%	-17	146	17	146	-16	48	63
COc1cc2c(cc1OC)C(C(=O)N1CCN(c3ccccn3)CC1)C(c1cccs1)N(C)C2=O (configuration not stated)	-3%	-32%	-10	123	10	123	11	100	89
CCCn1c(CN2CCCCC2C)nc2c1c(=O)n(C)c(=O)n2C (configuration not stated)	0%	9%	nt	nt	nt	nt	2	86	84
CCOC(=O)c1cnc(SC2CCc3ccccc3C2=O)nc1N (configuration not stated)	-19%	-39%	-23	155	23	155	4	99	95
Cc1cc(OCCOCCNC(C)C)cc(C)c1Cl	4%	-86%	-13	181	13	181	-20	28	49
CCCn1c(=O)c(C(=O)NCc2ccc(OC)c(OC)c2)c(O)c2ccccc21	-1%	-78%	15	99	-15	99	6	78	72
CCC(=O)Oc1ccc(-c2cnc3ccccc3n2)cc1	-3%	3%	-1	129	1	129	nt	nt	nt
CCOc1ccc(OCCOc2cccc(C(F)(F)F)c2)cc1	0%	-8%	4	144	-4	144	nt	nt	nt
COc1ccc(C2C(C(C)=O)=C(O)C(=O)N2C)c(OC)c1 (configuration not stated)	-10%	-4%	-14	148	14	148	10	107	97
C=C(C)CNC(=S)N/N=C(\C)c1ccc(-n2ccnc2)cc1	0%	-36%	-8	202	8	202	nt	nt	nt
Cc1ccc(S(=O)(=O)N(CC(=O)NCCSC2CCCCC2)c2ccccc2F)cc1	-1%	11%	-4	191	4	191	nt	nt	nt
Cn1c(C2CC(=O)N(Cc3ccccc3)C2)nc2ccccc21 (configuration not stated)	4%	-22%	-16	171	16	171	12	88	76
CC(=O)c1cn(CC(=O)Nc2c(C)cccc2C)c2ccccc12	4%	-2%	-12	139	12	139	7	93	86

Taken from above.
CCNC(=O)N1CCNC(=O)C1CC(=O)Nc1ccc(C(=O)OCC)cc1 (configuration not stated) in MRP reversal → 18
COc1ccc(C2C(C(C)=O)=C(O)C(=O)N2C)c(OC)c1 (configuration not stated) in MRP reversal → 10

Next structures follow:
SMILES	Bcl-B displacement	PLAP inhibition	IL1B NFkB inh	IL1B NFkB inh cell count 2 µM	NFkB transloc pot	NFkB transloc pot cell count 2 µM	MRP reversal	MRP reversal cytotoxicity	MRP reversal with doxorubicin
COc1ccc(CCN(C(=O)c2cccc(F)c2)C2CC(=O)N(c3ccc(OC)cc3)C2=O)cc1 (configuration not stated)	-4%	-50%	6	138	-6	138	nt	nt	nt
Clc1ccccc1OCc1nc(-c2ccc(Br)o2)no1	-4%	62%	8	174	-8	174	-2	75	77
COc1ccc(O)c(/C=N/NC(=O)CSc2nnc(C)n2-c2ccccc2)c1	-2%	-51%	-4	145	4	145	nt	nt	nt
COc1ccc(-n2sc3c(c2=S)-c2cc(OC)ccc2NC3(C)C)cc1	3%	-12%	2	123	-2	123	nt	nt	nt
COC(=O)COc1ccc(S(=O)(=O)NCc2cccnc2)cc1C	-7%	17%	-22	138	22	138	12	92	80
O=C(NC1(C(F)(F)F)C(=O)Nc2c1c(=O)[nH]c(=O)n2Cc1ccco1)C1CC1 (configuration not stated)	nt	nt	-13	138	13	138	nt	nt	nt
COC(=O)C(CCSC)NC(=O)CNC(=O)C1CCCCC1 (configuration not stated)	-2%	1%	nt	nt	nt	nt	-6	97	103
C/C(CC(=O)Nc1cc(Cl)ccc1Cl)=N\NC(=O)c1ccco1	-7%	-50%	-15	139	15	139	nt	nt	nt
CCOC(=O)C1CCCN(Cc2nc(N)nc(Nc3ccc(C)cc3)n2)C1 (configuration not stated)	-8%	3%	-17	184	17	184	5	88	83
COc1ccc2c(c1)c1nnc(SCC(=O)N3C(C)CCCC3C)nc1n2C (configuration not stated)	10%	-25%	13	115	-13	115	1	69	68
Cc1ccc(-n2c(Cc3cccn3C)nnc2SCC(=O)NCc2ccc3c(c2)OCO3)cc1	-4%	-50%	14	108	-14	108	16	93	77
COc1cccc(C2CC(c3ccc(F)cc3)Nc3nc(N)nn32)c1 (configuration not stated)	1%	-14%	10	49	-10	49	11	94	84
COc1ccc(C2C(C(=O)N3CCOCC3)c3ccccc3C(=O)N2c2ccc(OC)cc2)cc1 (configuration not stated)	-6%	-44%	-13	111	13	111	-11	79	90
O=C(Nc1ccc(N2CCOCC2)cc1)c1ccc2nc(-c3ccco3)c(-c3ccco3)nc2c1	0%	-5%	-29	108	29	108	-2	29	32
